Screening data: PubChem BioAssay, several laboratories
BoNT F protease: BoNT F light chain protease inhibition; Multiplex microsphere protease cleavage assay, flow cytometry; inhibition, % at 10 µM; actives 0.22% (n = 360,000); AID 588497; in the data active means inhibition above about 35%, passing the limit was not always enough; inconclusive means no clear call, values can overlap the other calls; further: plate controls were buffer without enzyme for full effect and enzyme alone for no effect
Yp Topo-I inh: inhibitors of Yersinia pestis topoisomerase I; Y. pestis Topo-I cleavage product accumulation, plate reader; activity, % at 10 µM; actives 0.064% (n = 360,000); AID 504884; in the data active means activity above about 50%, passing the limit was not always enough; inconclusive means no clear call, values can overlap the other calls; further: inactives centre near 2
PrPC TRFRET: cell surface PrPC inhibition, primary TR-FRET screen; AID 720596; inhibition, % at 13.8 µM; actives 0.43% (n = 370,000); TR-FRET read-out; P04156; in the data active means inhibition above about 24%; further: 0% = median of the test wells and 100% = reference compound wells
FadD28 binding: inhibitors of Mycobacterium tuberculosis FadD28 bisubstrate binding | FadD28 bisubstrate probe binding, fluorescence polarization | inhibition, % at 12.5 µM | actives 0.22% (n = 360,000); in the data active means inhibition above about 8.5%, passing the limit was not always enough; inconclusive means no clear call, values can overlap the other calls
TcdB GH inh: TcdB glycohydrolase inhibition; TcdB glycohydrolase enzymatic assay, plate reader; inhibition, % at 9.99 µM; actives 0.24% (n = 350,000); in the data active means inhibition above about 10%
Target sequence (P18177 whole entry, looked up): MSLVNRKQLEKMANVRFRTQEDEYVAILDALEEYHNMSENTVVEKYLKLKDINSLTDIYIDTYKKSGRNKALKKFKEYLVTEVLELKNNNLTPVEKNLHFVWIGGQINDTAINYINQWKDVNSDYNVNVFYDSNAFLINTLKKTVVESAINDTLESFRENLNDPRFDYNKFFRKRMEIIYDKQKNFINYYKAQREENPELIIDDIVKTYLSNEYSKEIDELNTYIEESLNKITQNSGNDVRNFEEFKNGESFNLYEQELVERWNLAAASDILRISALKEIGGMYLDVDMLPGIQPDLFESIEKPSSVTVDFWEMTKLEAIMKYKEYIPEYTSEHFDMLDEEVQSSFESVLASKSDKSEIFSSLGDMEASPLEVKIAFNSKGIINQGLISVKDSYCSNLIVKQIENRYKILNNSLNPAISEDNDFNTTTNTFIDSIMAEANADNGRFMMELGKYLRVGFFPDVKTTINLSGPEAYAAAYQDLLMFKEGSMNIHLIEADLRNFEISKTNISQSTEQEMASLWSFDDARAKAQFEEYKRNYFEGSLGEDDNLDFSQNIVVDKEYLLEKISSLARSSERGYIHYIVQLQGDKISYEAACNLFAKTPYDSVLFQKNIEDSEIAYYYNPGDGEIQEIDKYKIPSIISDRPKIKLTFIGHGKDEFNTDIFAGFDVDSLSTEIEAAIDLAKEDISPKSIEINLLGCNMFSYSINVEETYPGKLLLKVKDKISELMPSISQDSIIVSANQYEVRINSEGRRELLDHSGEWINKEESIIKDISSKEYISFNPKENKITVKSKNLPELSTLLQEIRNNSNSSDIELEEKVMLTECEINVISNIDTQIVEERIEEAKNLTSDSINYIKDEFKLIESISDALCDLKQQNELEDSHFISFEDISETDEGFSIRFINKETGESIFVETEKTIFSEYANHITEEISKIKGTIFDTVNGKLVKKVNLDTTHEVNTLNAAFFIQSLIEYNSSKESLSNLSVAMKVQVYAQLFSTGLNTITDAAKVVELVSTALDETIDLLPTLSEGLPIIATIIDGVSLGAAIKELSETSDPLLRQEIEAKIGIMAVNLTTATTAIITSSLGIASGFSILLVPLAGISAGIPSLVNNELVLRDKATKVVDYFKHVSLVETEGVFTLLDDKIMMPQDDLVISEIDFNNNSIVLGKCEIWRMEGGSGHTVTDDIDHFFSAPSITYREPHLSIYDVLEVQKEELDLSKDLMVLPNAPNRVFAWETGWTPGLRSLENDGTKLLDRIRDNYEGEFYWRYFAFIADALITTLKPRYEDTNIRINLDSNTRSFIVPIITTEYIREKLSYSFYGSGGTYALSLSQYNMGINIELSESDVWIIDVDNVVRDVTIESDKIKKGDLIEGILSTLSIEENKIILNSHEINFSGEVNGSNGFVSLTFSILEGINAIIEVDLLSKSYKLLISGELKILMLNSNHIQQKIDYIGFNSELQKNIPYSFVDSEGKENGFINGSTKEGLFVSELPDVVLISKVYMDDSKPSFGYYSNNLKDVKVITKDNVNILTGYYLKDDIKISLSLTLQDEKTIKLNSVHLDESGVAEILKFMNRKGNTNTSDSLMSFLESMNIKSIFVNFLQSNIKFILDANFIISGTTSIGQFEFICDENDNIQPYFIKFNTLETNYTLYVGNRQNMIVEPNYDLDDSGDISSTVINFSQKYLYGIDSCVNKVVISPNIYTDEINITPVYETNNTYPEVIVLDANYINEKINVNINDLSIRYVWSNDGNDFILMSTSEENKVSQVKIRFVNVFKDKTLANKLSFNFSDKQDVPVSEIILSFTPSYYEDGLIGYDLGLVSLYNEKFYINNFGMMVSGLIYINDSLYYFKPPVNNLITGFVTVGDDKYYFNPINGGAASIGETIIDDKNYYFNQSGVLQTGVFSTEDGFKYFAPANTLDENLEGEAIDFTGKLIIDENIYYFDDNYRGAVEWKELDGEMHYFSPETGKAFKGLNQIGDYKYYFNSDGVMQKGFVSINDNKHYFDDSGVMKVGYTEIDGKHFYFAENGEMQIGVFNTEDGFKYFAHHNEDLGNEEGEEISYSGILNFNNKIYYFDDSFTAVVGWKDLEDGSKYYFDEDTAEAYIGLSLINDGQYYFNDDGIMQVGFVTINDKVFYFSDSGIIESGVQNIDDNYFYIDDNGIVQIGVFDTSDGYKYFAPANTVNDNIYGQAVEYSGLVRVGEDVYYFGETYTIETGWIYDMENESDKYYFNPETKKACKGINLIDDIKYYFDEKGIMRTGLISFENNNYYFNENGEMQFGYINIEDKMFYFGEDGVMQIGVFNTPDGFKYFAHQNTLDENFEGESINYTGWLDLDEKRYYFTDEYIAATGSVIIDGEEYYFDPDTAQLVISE
PfHsp40 rescue: compounds rescuing yeast from Plasmodium falciparum HSP40 toxicity; S. cerevisiae expressing PfHsp40, growth rescue, ATP luminescence; growth rescue, % at 12.5 µM; actives 0.68% (n = 340,000); AID 504582; in the data active means growth rescue above about 28%, passing the limit was not always enough; inconclusive means no clear call, values can overlap the other calls;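 further: yeast W303a lacking pdr1 and pdr3 grown in galactose medium; growth measured after three days at 30 °C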
Anthrax LF inh2: blocks Bacillus anthracis lethal factor protease; P15917; multiplex microsphere protease cleavage assay, LF; inhibition, % at 10 µM; actives 0.12% (n = 360,000); AID 588501; further: plate controls were buffer without enzyme for full effect and enzyme alone for no effect
BoNT-A LC inh2: BoNT A light chain protease inhibition | inhibition, % at 10 µM | multiplex microsphere protease substrate cleavage, flow cytometry | AID 588499 | actives 0.17% (n = 360,000); further: plate controls were buffer without enzyme for full effect and enzyme alone for no effect
CCHFV vOTU inh: blocks the CCHF virus ovarian tumor domain protease; CCHFV vOTU protease, Pep-AMC fluorescence; inhibition, % at 11.5 µM; actives 0.55% (n = 370,000); in the data active means inhibition above about 30%; further: 0% = vehicle wells with enzyme and 100% = no enzyme wells
Active calls of the source: *; ? = inconclusive; . = no result given; & = joins results of further samples. Unless noted, no stated cut-off is given here; in the data, active means inhibition above about 30%; inconclusive means no clear call, values can overlap the other calls; inactive means below that.

SMILES | BoNT F protease | Yp Topo-I inh | PrPC TRFRET | FadD28 binding | TcdB GH inh | PfHsp40 rescue | Anthrax LF inh2 | BoNT-A LC inh2 | CCHFV vOTU inh
Cc1ccccc1NC(=O)COC(=O)/C=C/c1cn(-c2ccccc2)nc1-c1cccnc1 | 0 | -4 | -2 | -0.2 | . | -0.6 | -1 | -0.6 | -12
O=C(Nc1cccnc1)c1ccc(Cl)c(S(=O)(=O)N2CCc3ccccc32)c1 | -1 | 3 | 0 | -1.9 | 1.8 | 1.0 | 1 | -0.6 | -11
Cc1ccc(N(C)S(=O)(=O)c2cccc(C(=O)Nc3nc4ccccc4[nH]3)c2)cc1 | -6 | 12 | 16 | -11 | . | -0.3 | -3 | -0.2 | 8
Cc1cc(C)cc(NC(=O)N2CCCC2C(=O)Nc2ccc(-n3cnnn3)cc2)c1 (stereo not given) | -4 | -3 | -1 | -2.1 | . | 0.2 | 2 | 0.4 | -2
Cc1nc(C(F)(F)F)ccc1C(=O)Nc1ccc(C(F)(F)F)cn1 | -4 | 4 | 4 | -3.7 | 1.2 | -0.9 | 0 | -0.3 | 3
CCC(=O)c1cn(Cc2ccccc2)c2ccccc12 | -6 | 3 | -1 | -3.6 | 1.1 | 0.8 | -7 | -0.3 | 14
CCN(CC(=O)Nc1ccc(OC)cc1)C(=O)c1ccc(=O)n(Cc2ccccc2)n1 | -12 | 3 | -3 | -0.8 | 0.1 | 0.0 | -9 | -0.3 | 3
COC(=O)c1c(NC(=O)C(C)C)sc2c1C(C(=O)OC)CC2 (stereo not given) | 1 | -1 | 2 | -2.1 | . | 0.3 | -4 | 0.7 | 0
Cc1ccccc1N1C(=O)C(Cl)=C(N2CCCCCC2)C1=O | -7 | 3 | -10 | -1.4 | . | 1.9 | 6 | 5.3 | 4
CC(=NCC1CCCO1)c1c(O)n(Cc2ccccc2)c(=O)[nH]c1=O (stereo not given) | . | -5 | -1 | -3.0 | . | -1.1 | . | . | -1
COc1cccc(CC2(CO)CCCN(Cc3ccccc3-c3ccco3)C2)c1 (stereo not given) | -1 | 30 | -1 | -2.6 | 0.6 | 0.9 | 1 | 0.2 | 8
O=C(Cn1cnc2ccc(Cl)cc2c1=O)NC1CCS(=O)(=O)C1 (stereo not given) | ? | 1 | 6 | -1.4 | 1.5 | -0.2 | -6 | ? | -10
Cc1ccc(NC(=O)c2cccc(OCc3c(C)noc3C)c2)cc1 | 1 | 4 | -8 | -2.3 | . | -0.1 | -5 | 0.9 | 8
CCOC(=O)c1c(C)[nH]c(N=Nc2cc(C(=O)O)cc(C(=O)O)c2)c1C | 3 | 0 | -13 | 4.3 | -2.2 | 0.0 | 0 | 0.8 | 15
O=C1/C(=C/c2ccccc2)CCCc2ccccc21 | 2 | 8 | 2 | 0.6 | . | 4.7 | -5 | -1.0 | 15
COC(=O)C(NS(=O)(=O)c1ccccc1Cl)c1ccccc1 (stereo not given) | -4 | -3 | -2 | -0.8 | 1.8 | -1.4 | 1 | -0.8 | 0
CN1CCN(/N=C/c2ccc(-c3ccccc3)cc2)CC1 | -5 | 1 | 5 | 1.2 | -0.9 | -0.3 | -7 | 1.0 | 11
CC(C)C[C@H]1CNC(=S)N1CC1CCN(CCCC2CCCC2)CC1 | 1 | 13 | -8 | -1.4 | 0.0 | 0.5 | -3 | -0.2 | 9
S=c1[nH]nc(COc2ccccc2)n1Cc1ccccc1 | -8 | 0 | 4 | -0.8 | 1.2 | -0.4 | -1 | -0.8 | -13
COc1ccc(CNN2CCCCC2C(=O)Nc2ccc(OC)c(OCC(C)C)c2)cc1OC (stereo not given) | 2 | 9 | 5 | -1.5 | 0.1 | 0.0 | -3 | -0.5 | -2
CC(C)(C)SCCNC(=O)CN1C(=O)c2ccccc2S1(=O)=O | -4 | 1 | 0 | 1.4 | -1.5 | 0.1 | -7 | -1.2 | -2
Cc1ccc(/C(O)=C2\C(=O)C(=O)N(C)C2c2ccccc2[N+](=O)[O-])cc1 (stereo not given) | ? | 3 | -4 | -3.5 | 0.2 | 0.3 | 5 | 1.5 | 5
Cc1cc(S(=O)(=O)N(Cc2ccccc2Cl)c2ccc3c(c2)CCC3)ccc1-n1cnnn1 | -8 | -2 | -1 | -3.6 | . | 0.2 | 1 | -0.4 | 11
Brc1cc(Br)c2ncnc(N3CCCCC3)c2c1 | -3 | 36 | 75* | -1.7 | . | -0.2 | -3 | 0.3 | 6
Cc1nc(SCC(=O)c2ccccc2)n[nH]1 | -5 | 9 | 0 | -0.9 | . | 0.2 | -4 | 0.5 | 3
O=C1c2cccc([N+](=O)[O-])c2C(=O)N1c1c[nH]c(=O)[nH]c1=O | 2 | 4 | 4 | -1.1 | 0.4 | 0.5 | -2 | 1.2 | -5
CCOC(=O)/C=c1/s/c(=C/c2ccc3cc(OC)ccc3c2)c(=O)n1CC(=O)NCc1ccc2c(c1)OCO2 | -3 | 9 | -4 | -1.2 | -0.2 | -2.0 | -10 | -0.1 | 2
CCc1nc(N)c(C#N)c(-c2ccc(O)c(OC)c2)c1C | -23 | 4 | -3 | -0.2 | . | -1.2 | -9 | -2.4 | -9
O=[N+]([O-])c1ccc(Oc2ccc(S(=O)(=O)N3CCOCC3)cc2)cc1 | -6 | 13 | -10 | 0.5 | 1.3 | -0.3 | -7 | -2.0 | -8
O=C1c2ccccc2-c2onc3c(N4CCN(CCO)CC4)cc(N4CCN(C(=O)c5ccco5)CC4)c1c23 | . | 42 | -69 | 1.1 | 0.5 | -2.2 | . | . | 21
CC(C)(C)c1ccc(CC(=O)N2CCC2(C)C(=O)NS(=O)(=O)Cc2ccccc2)cc1 (stereo not given) | -2 | 1 | 9 | -1.1 | 0.0 | . | -9 | -0.5 | 1
O=C(Nc1ccsc1C(=O)O)c1cccc(Oc2ccccc2)c1 | ? | -6 | 18 | -9.2 | 0.4 | 2.1 | 2 | 3.0 | 8
COc1ccc(Cc2nnc(SCc3c(C)noc3C)n2C2CCCCC2)cc1OC | -36 | 0 | -2 | -2.8 | . | -0.4 | -4 | -0.7 | 10
CC1CCN(c2ncccc2C(=O)O)CC1 | -4 | 3 | 9 | -1.7 | 0.8 | 0.0 | -2 | -0.2 | 3
Cc1ccccc1/C=N/n1c(COc2ccccc2)n[nH]c1=S | 3 | 17 | -10 | . | 0.0 | -0.1 | 0 | -1.9 | -10
CCS(=O)(=O)c1ccc(O)c(NC(=O)/C=C/c2ccccc2)c1 | 1 | 3 | -2 | 0.5 | 2.0 | -0.6 | 0 | -0.5 | 7
CCOc1ccc(/C=N/NC(=O)C2CC2)c(OCC)c1 | -4 | -1 | -1 | -4.0 | -0.7 | 0.1 | 0 | 0.2 | -1
CS(=O)(=O)N1CCN(c2ccccc2NC(=O)Cc2ccc(Cl)cc2)CC1 | -2 | -1 | -5 | -0.4 | . | 0.1 | -8 | -0.2 | 4
Fc1ccc(CSc2ccc(-c3cccs3)nn2)cc1 | 2 | 7 | -5 | -4.0 | -0.2 | -0.5 | 7 | 2.2 | 9
CCn1cc(C(=O)OC)c(=O)c2ccc(C)nc21 | 6 | -5 | -6 | -4.7 | -0.4 | -0.3 | 2 | 0.0 | 12
O=C(Cn1cc([N+](=O)[O-])ccc1=O)NCC(=O)Nc1ccc(F)c(F)c1F | 4 | 7 | -5 | 0.5 | 1.4 | -0.8 | 1 | 0.2 | 14
CCOc1ccc(CONS(=O)(=O)c2ccc(NC(C)=O)cc2)cc1Cl | -13 | -7 | 0 | -8.9 | 0.5 | 4.1 | -2 | -1.4 | 1
N/C(=N\OC(=O)c1ccco1)c1ccc(Br)cc1 | 4 | 2 | 0 | 0.8 | . | 0.4 | -1 | 1.2 | -5
CCCc1ccc2oc(C(=O)N(Cc3ccncc3)CC3CCCO3)c(C)c2c1 (stereo not given) | -8 | 34 | 10 | -4.1 | 1.0 | 2.1 | 0 | -0.4 | 2
CCN(Cc1ccncc1)C(=O)c1cc(COc2c(C)cccc2C)on1 | -8 | 32 | 10 | -1.7 | 0.2 | 0.3 | -3 | -1.3 | 4
Cc1ccc(C(=O)Nc2ccnc(-c3cccnc3)n2)cc1 | -1 | 7 | 1 | -1.7 | 0.8 | -0.7 | -1 | -0.3 | -8
CC1(NC(=O)NCCCCCCNC(=O)NC2(C)CCS(=O)(=O)C2)CCS(=O)(=O)C1 (stereo not given) | -21 | 7 | -6 | -3.0 | 0.1 | 0.3 | 14 | -2.7 | 4
COC(=O)c1ccc(CN2CCN(CCCc3ccccc3)C(CCO)C2)cc1 (stereo not given) | -7 | 7 | -3 | -4.9 | 1.7 | -2.0 | -1 | -0.6 | 9
Cc1nc2nc(C)c(C)nc2nc1C | -6 | 10 | 3 | -0.3 | -0.5 | . | -7 | -0.4 | 1
COc1ccc(CCN2CC(C(=O)NCc3c(C)n[nH]c3C)CCC2=O)cc1 (stereo not given) | 5 | 2 | -8 | -1.2 | -0.5 | -1.1 | 4 | -1.7 | 3
COc1ccc(NS(=O)(=O)c2cc(NC(=O)CCc3ccccc3)ccc2N2CCOCC2)cc1 | -8 | 13 | -1 | 1.9 | 6.1 | 1.3 | -2 | -0.1 | 15
Cc1ccc(N(CC(=O)Nc2ccc3c(c2)OCCO3)S(C)(=O)=O)cc1 | 2 | 6 | 5 | -0.7 | 1.4 | -0.7 | -7 | -0.8 | -6
COc1ccc([N+](=O)[O-])cc1NC(=O)C(C)OC(=O)c1ccccc1C(=O)c1ccc(Cl)cc1 (stereo not given) | -2 | 18 | 2 | -3.9 | 0.4 | 72* | -2 | 0.0 | 7
CC(C)c1ccc(NC(=O)C(c2ccccc2)N2CCOCC2)cc1 (stereo not given) | -3 | -6 | -2 | -2.6 | 1.8 | -1.3 | 4 | 0.0 | 4
O=C(NCCc1ccc(C(F)(F)F)cc1)c1ccc2c(c1)OCO2 | -10 | -4 | 13 | -0.2 | 0.2 | -0.1 | -12 | 0.0 | -7
CCOC(=O)c1c(NC(=O)c2ccoc2C)sc(C)c1C | -4 | 1 | -4 | -0.3 | . | 3.2 | -2 | -0.5 | 2
CN(CC(=O)Nc1cccc(C(F)(F)F)c1)C1=NS(=O)(=O)c2ccccc21 | -4 | -1 | 6 | -1.5 | 0.9 | -1.9 | 3 | -0.2 | 2
O=C(C1=C[C@H](c2ccc(C(F)(F)F)cc2)C[C@H](OCCCCO)O1)N1CCN(Cc2ccc3c(c2)OCO3)CC1 | -11 | 19 | 3 | -1.1 | 0.8&0.7 | 0.3 | -11 | -1.1 | 16
COc1ccc(N2CCN(C(CNC(=O)C(=O)NCCCn3ccnc3)c3ccco3)CC2)cc1 (stereo not given) | -2 | 6 | 8 | -4.7 | -2.8 | 1.0 | 9 | -0.2 | 1
CCOC(=O)c1c(P(=O)(N2CCOCC2)N2CCOCC2)noc1N | -4 | 0 | -2 | -3.7 | . | -0.8 | -3 | -1.2 | 7

Part of the list above in order of number of heavy atoms, lowest first.
SMILES | BoNT F protease | Yp Topo-I inh | PrPC TRFRET | FadD28 binding | TcdB GH inh | PfHsp40 rescue | Anthrax LF inh2 | BoNT-A LC inh2 | CCHFV vOTU inh
CCOC(=O)c1c(NC(=O)c2ccoc2C)sc(C)c1C | -4 | 1 | -4 | -0.3 | . | 3.2 | -2 | -0.5 | 2
CCOC(=O)c1c(P(=O)(N2CCOCC2)N2CCOCC2)noc1N | -4 | 0 | -2 | -3.7 | . | -0.8 | -3 | -1.2 | 7
Cc1ccc(N(CC(=O)Nc2ccc3c(c2)OCCO3)S(C)(=O)=O)cc1 | 2 | 6 | 5 | -0.7 | 1.4 | -0.7 | -7 | -0.8 | -6
CN(CC(=O)Nc1cccc(C(F)(F)F)c1)C1=NS(=O)(=O)c2ccccc21 | -4 | -1 | 6 | -1.5 | 0.9 | -1.9 | 3 | -0.2 | 2
COc1ccc(N2CCN(C(CNC(=O)C(=O)NCCCn3ccnc3)c3ccco3)CC2)cc1 (stereo not given) | -2 | 6 | 8 | -4.7 | -2.8 | 1.0 | 9 | -0.2 | 1
